Screens from PubChem BioAssay.
UPR XBP1 act: activators of adaptive XBP1 UPR arm, primary screen, cell-based, CHO-XBP1 luciferase reporter, luminescence, uHTS; 330,000 tested, 0.33% active; activation, % at 20 µM; IRE1-XBP1 UPR activation; percent of tunicamycin response, DMSO as zero; AID 463104, 2010;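 active means versus positive control, 20 µM dose yields 30% or more activation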;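 further: 100% = tunicamycin at 10 µg/mL and 0% = DMSO only wells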
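Test system: CHO-XBP1 luciferase reporter cells | Buffer or medium: Serum-containing F12 medium, 10% FBS | Schedule: 6 h compound exposure at 37 °C, 5% CO2 | Detection: Steady-Glo luciferase glow luminescence, 10 min after reagent addition | Read-out basis: Activation, % of tunicamycin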
Mdm2 MdmX PPI: inhibitors of human Mdm2-MdmX association, primary screen, cell-based, luminescence, split luciferase, SaOS-2, uHTS | SaOS-2 split-luciferase Mdm2/MdmX complementation | Protein Mdm4 (Homo sapiens) + E3 ubiquitin-protein ligase Mdm2 (Homo sapiens), … | inhibition, % at 8 µM | AID 485346, 2010 | 330,000 tested, 3% active;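 active means inhibition of at least 50% at 8 µM in the primary screen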
697 NFkB inh: inhibitors of PMA/ionomycin-induced NF-kB reporter, 697 cells, primary screen, B-cell NF-kB inhibitor project, cell-based, luminescence, uHTS. 697 B-cell NF-kB luciferase reporter, 16 h. inhibition, % at 4 µM. 330,000 tested, 0.33% active. AID 435022, 2010; in the data active means inhibition above about 35%
Gli-Sufu block: Gli-Sufu pathway antagonists, primary screen, luciferase luminescence, Sufu-KO-LIGHT cells, uHTS | Sufu-KO-LIGHT fibroblasts, Gli luciferase reporter luminescence | 340,000 tested, 0.74% active | AID 588413, 2011 | inhibition, % at 5 µM;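 active means inhibition above about 55%, limit read from the data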;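 further: 0% = DMSO-treated cells and 100% = wells with medium but no cells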
Jurkat NFkB inh: inhibitors of induced NF-kB luciferase reporter, primary screen, TCR NF-kB activation inhibitor project, cell-based, luminescence, uHTS; Jurkat, PMA/ionomycin-induced NF-kB luciferase reporter; inhibition, % at 4 µM; 330,000 tested, 0.53% active; AID 435003, 2010; in the data active means inhibition above about 50%
CHOP UPR activ: activators of apoptotic CHOP UPR arm, primary screen, cell-based, CHO-CHOP luciferase reporter, luminescence, uHTS; UPR activation; percent of tunicamycin response over DMSO baseline; 330,000 tested, 0.34% active; activation, % at 10 µM; AID 449763, 2010;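 active means at 10 µM dose, activation of 40% or more, normalized to positive control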;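 further: 100% = tunicamycin at 10 µg/mL and 0% = DMSO alone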
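System: CHO-CHOP luciferase reporter cell line | Buffer or medium: F12 medium containing 10% fetal bovine serum | Doses: One dose, 10 µM in 0.5% DMSO | Times: 6 h compound exposure at 37 °C after overnight seeding | Signal: Luciferase luminescence | Read-out: % activation vs tunicamycin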
EBI2 block: EBI2 receptor antagonists, beta-arrestin recruitment, primary screen, cell-based, luminescence, 7a,25-OHC stimulation, uHTS. G-protein coupled receptor 183 (Homo sapiens), P32249. 7a,25-OHC stimulated. inhibition, % at 5 µM. 360,000 tested, 0.81% active; in the data active means inhibition above about 38%;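 further: enzyme fragment complementation signal reports receptor beta-arrestin coupling in cells; 0% = agonist plus DMSO wells and 100% = wells without agonist; some results beyond the cut were filed as inactive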
CCR6 antagonist: CCR6 receptor antagonists, primary screen, cell-based, CHO-K1, luminescence, beta-arrestin, uHTS; CHO-K1 CCR6 PathHunter beta-arrestin, CCL20-stimulated; inhibition, % at 20 µM; 340,000 tested, 0.49% active; AID 493098, 2011;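 active means compounds whose inhibition of the agonist-driven luminescence signal at 20 µM reaches about 50%, limit read from the data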;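 further: cells stimulated with CCL20 at 14 nM final; plate controls were DMSO with CCL20 for no effect and DMSO without agonist for full effect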
Target sequence (P51684 whole entry, looked up): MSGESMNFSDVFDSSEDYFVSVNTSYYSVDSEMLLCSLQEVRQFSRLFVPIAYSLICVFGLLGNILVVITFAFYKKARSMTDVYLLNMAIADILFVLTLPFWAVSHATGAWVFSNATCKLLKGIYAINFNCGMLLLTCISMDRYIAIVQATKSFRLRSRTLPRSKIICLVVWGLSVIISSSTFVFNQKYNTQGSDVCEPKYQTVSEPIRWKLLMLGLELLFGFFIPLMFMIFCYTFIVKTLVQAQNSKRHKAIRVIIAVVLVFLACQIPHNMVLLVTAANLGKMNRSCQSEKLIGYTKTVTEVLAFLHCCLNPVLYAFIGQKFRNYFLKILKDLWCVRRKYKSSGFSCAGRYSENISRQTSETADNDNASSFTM
CXCR6 inh: CXCR6 receptor inhibitors, primary screen, cell-based, beta-arrestin, luminescence, CHO-K1 PathHunter, 1536-well. C-X-C chemokine receptor type 6 (Homo sapiens), O00574. inhibition, % at 20 µM. 360,000 tested, 0.36% active; in the data active means inhibition above about 34%, passing the limit was not always enough;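 further: antagonist mode with CXCL16 agonist at 10 nM final; 0% = 10 nM CXCL16 with DMSO and 100% = unstimulated wells without agonist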
Target sequence (O00574 whole entry, looked up): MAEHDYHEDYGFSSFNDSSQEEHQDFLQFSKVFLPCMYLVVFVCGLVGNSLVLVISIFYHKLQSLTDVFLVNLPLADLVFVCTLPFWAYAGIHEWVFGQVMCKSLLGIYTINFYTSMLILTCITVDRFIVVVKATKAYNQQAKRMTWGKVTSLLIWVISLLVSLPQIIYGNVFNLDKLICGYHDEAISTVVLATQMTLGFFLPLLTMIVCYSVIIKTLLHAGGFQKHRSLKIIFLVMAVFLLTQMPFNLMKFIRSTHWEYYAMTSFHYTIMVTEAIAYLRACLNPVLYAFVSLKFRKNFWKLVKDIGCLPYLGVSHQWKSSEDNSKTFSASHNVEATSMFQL
The depositor's hits bear a star; nt = no result given. Outcome played no part in choosing rows, and some 5% of all compounds hit somewhere here.

SMILES | UPR XBP1 act | Mdm2 MdmX PPI | 697 NFkB inh | Gli-Sufu block | Jurkat NFkB inh | CHOP UPR activ | EBI2 block | CCR6 antagonist | CXCR6 inh
Cc1cccc(-n2nc(C(=O)c3ccco3)cc(-c3nc4ccccc4[nH]3)c2=N)c1 | 20 | 26 | -65 | 44 | -19 | 1.9 | 14 | 17 | -4
O=C(Nc1c2c(nn1-c1ccccc1)CS(=O)C2)c1ccc(S(=O)(=O)N2CCOCC2)cc1 (stereo unspecified) | -1 | -14 | 10 | -9 | 2 | -1.1 | 1 | 11 | -4
O=C(Nc1nccs1)C1CCCN1S(=O)(=O)c1cccc2cccnc12 (stereo unspecified) | -1 | -8 | -12 | -7 | 4 | 0.0 | -4 | -12 | -3
O=C1Nc2ccccc2N(O)N1c1cc(-c2ccccc2Cl)no1 | -3 | 27 | -2 | 11 | -2 | 0.2 | 3 | 3 | 3
COc1cc(/C=c2\sc3nc(=O)c(-c4ccccc4)nn3c2=O)ccc1OCCC(C)C | nt | nt | nt | -1 | nt | nt | 29 | 15 | -2
COc1ccc(-c2cc(C(F)F)n3ncc(C(=O)N4CCSCC4)c3n2)cc1 | 7 | 18 | 13 | -5 | 9 | -1.3 | 1 | -8 | 6
O=C(NCc1ccco1)C(=O)NCC1OCCCN1S(=O)(=O)c1ccccc1 (stereo unspecified) | 1 | -9 | 20 | 2 | 4 | 1.2 | -14 | -9 | -5
COc1ccc(NC(=O)C2Cc3ccccc3CN2C(=O)c2ccco2)cc1 (stereo unspecified) | 0 | 4 | -25 | -23 | -38 | 2.5 | -5 | 17 | 1
COc1cccc(NC(=O)CCNS(=O)(=O)c2cccc3nsnc23)c1 | -1 | 5 | 19 | 4 | -4 | -1.9 | 0 | -14 | -8
CCc1nn(CC(=O)NCCCN(CC)CC)c(=O)c2cc3sc(C)cc3n12 | 0 | 7 | -18 | -2 | -15 | 0.4 | -4 | 4 | -1
COc1ccc2oc(C(=O)N(Cc3ccco3)Cc3cccs3)c(C)c2c1 | 5 | -2 | -9 | -1 | -11 | 3.7 | 30 | 17 | 2
CC(C)CN(Cc1cc(=O)oc2cc3c(cc12)CCCC3)CC(C)C | -2 | 9 | -21 | 8 | -8 | -2.5 | 11 | 20 | 0
COc1ccc(-c2cccc([C@H]3[C@@H]4C=CC[C@@H](C)[C@@H]4C(=O)N3Cc3ccccc3)c2)cc1 | -1 | 18 | 23 | -2 | nt | 2.2 | 20 | 34 | 15
CCCCCCSC1=C(C#N)C(c2ccc(C)o2)CC(=O)N1 (stereo unspecified) | -3 | 28 | -3 | 7 | 16 | -0.9 | 8 | 7 | 7
Cc1ccc(NS(=O)(=O)c2ccc(-c3ccc(=O)[nH]n3)o2)cc1 | -1 | -4 | -18 | -31 | 0 | 0.4 | 2 | -5 | -2
O=C(NCCCc1nc2ccccc2[nH]1)c1ccco1 | -3 | 14 | 12 | 1 | 0 | 1.1 | 0 | 0 | -1
Cc1ccc(CNc2nc3c([nH]2)c(=O)n(C)c(=O)n3C)cc1 | -9 | 2 | 17 | 6 | 5 | -2.4 | -4 | 5 | -9
Cn1c(CNC(=O)C2CCCCC2)cc2cc(Cl)ccc21 | -2 | 5 | 5 | -7 | 11 | -1.2 | 16 | 1 | -5
O=C(Nc1cccc([N+](=O)[O-])c1)N1CCN(c2ccccc2)CC1 | -2 | 5 | 9 | -1 | 12 | -0.5 | 5 | 22 | -5
Cc1cccc2c1CC(C)(C)N=C2C1=C(O)CCCC1=O | -2 | 36 | 12 | -5 | 2 | -1.1 | -1 | -23 | 8
COc1ccc(Br)cc1C(=O)Nc1ccccc1N1CCN(C(=O)c2ccccc2)CC1 | 4 | 10 | 0 | -6 | 12 | 1.0 | 36 | 6 | -6
CNC(=S)N(C)/N=C1/C(=O)N(Cc2c(Cl)cccc2Cl)c2ccccc21 | 3 | 43 | 9 | 11 | 7 | 4.1 | 0 | 8 | 10
CCOc1ccc(S(=O)(=O)NCc2ccccn2)c(C)c1C | 0 | -22 | -34 | 7 | -19 | -0.8 | -7 | -3 | -6
O=C(CSc1nnc(-c2ccccc2)o1)c1nnc(-c2ccccc2)o1 | -7 | 24 | 12 | 6 | 3 | -1.4 | 14 | 23 | -1
COC(=O)c1ccc(Oc2ccc(C(F)(F)F)cn2)cc1 | 5 | -14 | 12 | 9 | 2 | 4.2 | 44* | 6 | 4
COCCc1ncc(CN2CCCCC2C(=O)Nc2ccc(Oc3ccccc3)nc2)cn1 (stereo unspecified) | -1 | -4 | 7 | -1 | 5 | -1.3 | 19 | -8 | 2
CCCc1cc(C(=O)Nc2cc(OC)ccc2OC)cs1 | 1 | 10 | -28 | -17 | -13 | 3.7 | 11 | -22 | 2
CCOC(=O)N1CCN(c2cc(=O)n(-c3ccc(OC)cc3)c(=O)[nH]2)CC1 | -2 | 8 | 14 | 0 | 13 | -1.9 | -1 | 0 | -5
COC(=O)c1cn(NC(=O)c2ccc(OC)c([N+](=O)[O-])c2)c(=O)c2ccccc12 | -4 | -14 | 19 | -7 | -5 | 0.0 | 4 | 11 | 0
O=C(Cn1nnc(-c2ccncc2)n1)NCCc1ccccc1 | 1 | 17 | 11 | -8 | 16 | 0.4 | -3 | -8 | -2

Some entries already given, reduced to UPR XBP1 act, CHOP UPR activ and CCR6 antagonist.
compound,UPR XBP1 act,CHOP UPR activ,CCR6 antagonist
COc1ccc(Br)cc1C(=O)Nc1ccccc1N1CCN(C(=O)c2ccccc2)CC1,4,1.0,6
CNC(=S)N(C)/N=C1/C(=O)N(Cc2c(Cl)cccc2Cl)c2ccccc21,3,4.1,8
CCOc1ccc(S(=O)(=O)NCc2ccccn2)c(C)c1C,0,-0.8,-3

Reformatted: results already given
Compound	UPR XBP1 act	Mdm2 MdmX PPI	697 NFkB inh	Gli-Sufu block	Jurkat NFkB inh	CHOP UPR activ	EBI2 block	CCR6 antagonist	CXCR6 inh
COc1cc(/C=c2\sc3nc(=O)c(-c4ccccc4)nn3c2=O)ccc1OCCC(C)C	nt	nt	nt	-1	nt	nt	29	15	-2
CCOc1ccc(S(=O)(=O)NCc2ccccn2)c(C)c1C	0	-22	-34	7	-19	-0.8	-7	-3	-6

Later entries.
SMILES | UPR XBP1 act | Mdm2 MdmX PPI | 697 NFkB inh | Gli-Sufu block | Jurkat NFkB inh | CHOP UPR activ | EBI2 block | CCR6 antagonist | CXCR6 inh
Cc1ccc(C(=O)NCc2nnc(SCC(=O)Nc3ccccc3)n2C)cc1 | 0 | -16 | 8 | 2 | -4 | 3.0 | -9 | 8 | 1
O=C(CCNC(=O)C1CCN(S(=O)(=O)c2ccc(F)cc2)CC1)NCc1ccncc1 | -7 | 3 | 0 | -19 | 23 | 3.0 | -7 | 5 | -4
COc1ccc(Cl)cc1Nc1nc(N)nc(C(F)(F)F)n1 | 1 | 4 | 12 | -1 | 10 | 0.8 | -7 | 6 | 8
O=C1NC(c2cccc(OCc3ccccc3)c2)Nc2ccccc21 (stereo unspecified) | nt | nt | nt | 47 | nt | nt | -4 | -2 | -9
OCC(O)C(O)C(O)c1cnn(-c2ccccc2)n1 (stereo unspecified) | nt | nt | nt | -3 | nt | nt | 4 | 0 | 2
CCOCCCNC(=O)c1ccc(OC2CCN(C(C)=O)CC2)c(OC)c1 | 1 | 7 | -21 | -18 | -9 | -0.3 | -4 | 6 | -10
O=C(COC(=O)C1COc2ccccc2O1)Nc1cccc(S(=O)(=O)N2CCCCC2)c1 (stereo unspecified) | -3 | -13 | 4 | 1 | -7 | 2.6 | -4 | 4 | -4
CC(=O)Nc1ccc(NC(=O)c2ccccc2Nc2ccccc2)cc1 | 3 | -5 | 8 | -13 | 1 | 2.3 | -5 | 6 | -1
O=c1cccc2c1c1cc[nH]c3ccc(=O)n2c31 | 5 | 73* | 56* | -1 | 24 | 3.1 | -1 | 19 | 4
CN(C)C(=O)N1CCN(S(=O)(=O)c2ccc3ccccc3c2)CC1 | -2 | 2 | -12 | 6 | 8 | -1.6 | 5 | -3 | -2
CC1(C)Cc2c(sc(NC(=O)c3ccccc3Cl)c2C(=O)O)CO1 | -3 | -3 | -2 | 3 | 16 | 0.5 | -7 | -22 | 3
O=C(CCC(=O)N1CCOCC1)NCCc1ccc(F)cc1 | -2 | -16 | -2 | 4 | 4 | -3.5 | -8 | 3 | 0
CN(C)c1ccc(C(c2nnnn2CCOC(=O)Nc2ccc(Cl)cc2)N2CCOCC2)cc1 (stereo unspecified) | nt | nt | nt | 19 | nt | nt | 10 | 15 | 1
Cc1c(C(=O)N2CCCCCC2)c(S(=O)(=O)Nc2cccc(F)c2)c(C)n1C | -4 | 27 | 4 | -11 | 3 | 0.3 | -9 | 3 | 1
COc1ccc2[nH]c3c(N4CCN(Cc5ccc6c(c5)OCO6)CC4)ncnc3c2c1 | 0 | 57* | 8 | -3 | 20 | -1.7 | 17 | -11 | 3
Cc1c(Cl)cccc1-n1c(-c2cccnc2)n[nH]c1=S | -1 | 17 | 9 | 23 | -7 | -1.3 | -4 | 2 | 2
CCCn1c(SCC(=O)N2CCCC2)nc2c1c(=O)n(C)c(=O)n2C | 1 | 11 | 15 | 5 | 10 | -1.1 | -14 | 4 | -6

Shown as a hit in EBI2 block, of those listed so far:
| Molecule | UPR XBP1 act | Mdm2 MdmX PPI | 697 NFkB inh | Jurkat NFkB inh | EBI2 block | CCR6 antagonist | CXCR6 inh |
| --- | --- | --- | --- | --- | --- | --- | --- |
| COC(=O)c1ccc(Oc2ccc(C(F)(F)F)cn2)cc1 | 5 | -14 | 12 | 2 | 44* | 6 | 4 |
